USP2a inh: qHTS Assay for Inhibitors of Ubiquitin-specific Protease USP2a Using CHOP2 as the Reporter; USP2 core, Ub-CHOP2 coupled fluorogenic reporter, 485/531; Ubiquitin carboxyl-terminal hydrolase 2 (Homo sapiens), O75604; AID 463254, 2010; hit rate 0.01% among 330,000; Potency, µM (series often up to 38.3 µM), without a hit: at the highest dose activity change, negative = inhibition, actives largely listed as inhibitors;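 further: potency means the concentration at half of the fitted maximal effect; plate controls were DMSO wells for no effect and full inhibition by NEM control for full effect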
Target sequence (O75604 whole entry, looked up): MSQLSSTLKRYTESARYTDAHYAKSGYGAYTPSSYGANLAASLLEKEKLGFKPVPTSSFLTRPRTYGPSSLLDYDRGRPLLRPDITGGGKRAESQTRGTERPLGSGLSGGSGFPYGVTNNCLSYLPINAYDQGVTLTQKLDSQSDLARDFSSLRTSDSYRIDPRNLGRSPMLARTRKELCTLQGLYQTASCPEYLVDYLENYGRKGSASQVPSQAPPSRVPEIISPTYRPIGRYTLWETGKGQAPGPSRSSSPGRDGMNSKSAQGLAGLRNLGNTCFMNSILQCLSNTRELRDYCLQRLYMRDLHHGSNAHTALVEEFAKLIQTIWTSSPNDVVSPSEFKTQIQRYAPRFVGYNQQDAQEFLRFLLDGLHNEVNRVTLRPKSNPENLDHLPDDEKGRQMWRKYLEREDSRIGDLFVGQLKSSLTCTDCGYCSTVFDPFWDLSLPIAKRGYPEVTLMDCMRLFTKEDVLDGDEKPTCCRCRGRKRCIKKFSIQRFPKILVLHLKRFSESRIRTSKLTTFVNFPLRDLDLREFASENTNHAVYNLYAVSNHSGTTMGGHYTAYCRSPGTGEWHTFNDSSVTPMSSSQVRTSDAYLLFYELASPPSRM
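USP2 core (10nM final) preincubated 30min RT with compound in 20mM Tris-HCl pH 8.0, 2mM CaCl2, 2mM beta-mercaptoethanol, 0.05% CHAPS; 25nM Ub-CHOP2 plus 25nM reporter substrate added, fluorescence (Ex485/Em531) read after 60min.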
Mito fusion act: qHTS Assay for Small Molecule Inhibitors of Mitochondrial Division or Activators of Mitochondrial Fusion. S. cerevisiae fusion-defective mutant growth rescue, CellTiterGlo 48 h. hit rate 0.23% among 320,000. Potency, µM (top dose mostly 46.1 µM), without a hit: at the highest dose growth rescue (activation), usual class: activators;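 further: potency means the concentration at half of the fitted maximal effect; % of control where 0% means no effect; nearly all actives have a fitted effect of over 45% in size; temperature-sensitive fusion mutants such as fzo1-1 at 37 °C on non-fermentable ethanol glycerol medium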
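Yeast fusion mutant, YPEG (non-fermentable carbon), compound, 48 h at 37C non-permissive; CellTiterGlo added, 10 min RT, luminescence read. Rescued growth = division inhibition.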
PTAP TSG101 blk: qHTS Assay for Iinhibitors of HIV-1 Budding by Blocking the Interaction of PTAP/TSG101. Tumor susceptibility gene 101 protein (Homo sapiens), Q99816. AID 493005, 2010. Potency, µM (titrated, usually from 115 µM), for the others: at the top dose activity change, negative = inhibition, most hits filed as inhibitors. Fluorescence polarization, FITC-PTAP peptide / Tsg101 binding. 340,000 tested, under 10 active; active means well fitted inhibition curve with a large enough effect in the main read-out, with a control signal flat, not every such curve was filed as active; inconclusive means small, poorly fitted or top-dose-only effect, or effect the other way, or a change in a side signal; inactive means no such curve, though single readings can be large or run the other way; further: potency means the concentration at half of the fitted maximal effect; % of control where 0% means no effect
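Steps: Tsg101 binding domain dispensed (10 uM final), compounds pinned in DMSO, FITC-labeled PTAP-motif peptide added (50 nM final); after 20 min binding at room temperature, polarization measured.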
TCR act: Activators of T cell receptors: qHTS campaign | primary human leukocytes, anti-CD3, IL-2 HTRF, 48 h | 330,000 tested, under 10 active | Potency, µM (series often up to 9.22 µM), for the others: top-dose activation of IL-2 secretion, actives largely listed as activators | AID 504894, 2011; further: % of control where 0% means no effect
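IL-2 release read by HTRF sandwich (Eu cryptate donor, d2 acceptor, 665 nm emission) after 48 hr exposure of primary human leukocytes to compound together with anti-CD3 beads in the absence of co-stimulatory signals.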
B2AR arrestin: qHTS assay of beta-arrestin-biased ligands of beta2-adrenergic receptor; AID 492947, 2010; hit rate 0.02% among 330,000; Beta-2 adrenergic receptor (Homo sapiens), P07550; Potency, µM (titrated, usually from 46.1 µM), for the others: top-dose activation, usual class: activators; beta-arrestin recruitment to beta2AR, cell-based reporter;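 further: potency means the concentration at half of the fitted maximal effect; 0% = DMSO controls and full agonism = EC100 isoproterenol or metaproterenol; nearly all actives have a fitted effect of over 65% in size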
TSHR antagonist: Antagonists of the Thyroid Stimulating Hormone Receptor: HTS campaign. Thyrotropin receptor (Homo sapiens), P16473. TSHR-expressing cells, TSH-stimulated cAMP HTRF, 2 h; active compounds read low. activity change, negative = inhibition, % at 11.5 µM. hit rate 0.2% among 330,000. AID 504810, 2011;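 active means activity change below a set negative limit, meaning inhibition stronger than a set level, cut at about -70% in these data; inconclusive means activity change between two set negative limits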; further: on the % scale 0 is the no-effect control and ±100 the full control effect
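TSHR-expressing cells, 200/well, pre-treated with compound, then stimulated with EC80 TSH (4nM final) for 2 hours at 37 deg C. cAMP measured by competitive HTRF: anti-cAMP cryptate antibody in lysis buffer plus cAMP-d2, read after 30 minutes at room temperature.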
Tb PFK block: qHTS Assay to Find Inhibitors of T. brucei phosphofructokinase | ATP-dependent 6-phosphofructokinase (Trypanosoma brucei brucei), O15648 | T. brucei PFK, ADP-Glo luminescence | Potency, µM (highest dose often 57.5 µM), for inactives: at the top dose activity, negative = inhibition, actives largely listed as inhibitors | hit rate 0.17% among 330,000;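 further: potency means the concentration at half of the fitted maximal effect; 0% = uninhibited 1x PFK enzyme wells and -100% = no-enzyme wells; nearly all actives have a fitted effect of over 60% in size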
Target sequence (O15648 whole entry, looked up): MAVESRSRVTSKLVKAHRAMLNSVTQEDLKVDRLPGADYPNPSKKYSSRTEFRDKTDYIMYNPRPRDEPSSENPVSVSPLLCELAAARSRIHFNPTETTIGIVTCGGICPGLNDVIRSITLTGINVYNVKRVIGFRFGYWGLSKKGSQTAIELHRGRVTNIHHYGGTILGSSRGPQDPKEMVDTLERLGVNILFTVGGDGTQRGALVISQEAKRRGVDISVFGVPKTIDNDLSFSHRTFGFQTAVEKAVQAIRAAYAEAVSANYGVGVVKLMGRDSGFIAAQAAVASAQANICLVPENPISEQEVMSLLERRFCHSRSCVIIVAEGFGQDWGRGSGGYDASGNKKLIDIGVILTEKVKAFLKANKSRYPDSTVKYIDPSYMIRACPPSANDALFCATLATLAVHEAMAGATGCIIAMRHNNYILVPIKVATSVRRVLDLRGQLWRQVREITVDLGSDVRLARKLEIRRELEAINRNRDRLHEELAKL
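Activity is normalized to no-enzyme wells (full inhibition) and 1.25 nM enzyme wells (no inhibition). Reaction: 0.5 mM F6P, 0.1 mM ATP, 45 min RT, ADP-Glo luminescence; concentration-response curves fitted and classed by quality.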
ELG1 repair inh: qHTS screen for small molecules that inhibit ELG1-dependent DNA repair in human embryonic kidney (HEK293T) cells expressing luciferase-tagged ELG1 | hit rate 2.3% among 330,000 | HEK293T ELG1-luciferase reporter, luminescence, 16 h; DNA damage induced by 5-fluorouridine | Potency, µM (top dose mostly 46.1 µM), without a hit: at the highest dose activity change, negative = inhibition, actives largely listed as inhibitors; further: potency means the concentration at half of the fitted maximal effect; on the % scale 0 is the no-effect control and ±100 the full control effect; nearly all actives have a fitted effect of over 55% in size
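Reporter activity after DNA damage by 5-fluorouridine is monitored. Compound-treated cells incubate 16 hr at 37 °C, then ONE-Glo is added for 30 min before luminescence reading.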
uPA generation: qHTS for Inhibitors of Cell Surface uPA Generation. Potency, µM (doses to about 38.3 µM), inactives show at the highest dose activity change, negative = inhibition, most hits filed as inhibitors. AID 540303, 2011. hit rate 0.31% among 330,000. cell surface uPA generation assay, qHTS; active means well fitted inhibition curve with a large enough effect; inconclusive means small, poorly fitted or top-dose-only effect; inactive means no such curve, though single readings can be large or run the other way; tested in mouse RAW 264.7 cells; further: potency means the concentration at half of the fitted maximal effect; on the % scale 0 is the no-effect control and ±100 the full control effect; nearly all actives have a fitted effect of over 55% in size
Chronic BCR inh: qHTS Assay to Find Inhibitors of Chronic Active B-Cell Receptor Signaling | hit rate 0.05% among 340,000 | ABC-DLBCL IkBa-CBG/CBR reporter, luminescence ratio, 4 h | Potency, µM (series often up to 46.1 µM), without a hit: at the highest dose ratio change, negative = lower green/red ratio, most hits filed as inhibitors | AID 493014, 2011; active means well fitted inhibition curve with a large enough effect in the signal ratio, with a control signal flat, not every such curve was filed as active; inconclusive means small, poorly fitted or top-dose-only effect, or effect the other way, or a change in a side signal; the % refers to the signal ratio;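 further: potency means the concentration at half of the fitted maximal effect; plate controls were basal doxycycline-induced cells for no effect and cells given 10 µM MG132 for full effect; MG132 reads +100%, hits lower the ratio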
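Concentration-response series (up to 46 uM) were applied to TMD8 dual-reporter cells for 4 h at 37C with doxycycline. Green/red ratio, after filter-overlap correction, defined %Activity; red signal alone was normalised to basal cells and zero luminescence.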
Eya2 phos inh: qHTS Assay for Inhibitors of the Phosphatase Activity of Eya2 | Protein phosphatase EYA2 (Homo sapiens), O00167 | recombinant Eya2, OMFP fluorescence dephosphorylation (OMFP is methylfluorescein phosphate) | Potency, µM (top dose mostly 76.9 µM), without a hit: top-dose activity, negative = inhibition, usual class: inhibitors | hit rate 0.006% among 330,000; further: potency means the concentration at half of the fitted maximal effect; on the % scale 0 is the no-effect control and ±100 the full control effect
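Eya2 protein (added as 0.2 uM solution) was preincubated with compound for 10 min at ambient temperature in 50 mM HEPES pH 7.5, 50 mM NaCl, 5 uM MgCl2, 0.05% BSA, 1 mM DTT. OMFP (added at 50 uM) then reacted 10 min; fluorescence read at 485/525 nm.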
An asterisk follows results filed as active; u = inconclusive; x = not tested or not shown; [ ] = another dose, or the depositor's remark. Unless noted, the call rests on the fitted dose curve; in most records, active means well fitted curve in the direction sought with a large enough effect; inconclusive means small, poorly fitted or top-dose-only effect, or another doubt; inactive means no such curve, though single readings can be large; an effect the other way counts as inactive or inconclusive.

SMILES	USP2a inh	Mito fusion act	PTAP TSG101 blk	TCR act	B2AR arrestin	TSHR antagonist	Tb PFK block	ELG1 repair inh	uPA generation	Chronic BCR inh	Eya2 phos inh
Cc1ccc(C(=O)N2CC(C)CC(C)C2)cc1S(=O)(=O)N1CCCCC1 (configuration not stated)	1%	7%	-5%	-2%	-0.3%	-19	-2%	3%	11%	0%	-12%
Cc1ccc(C(OC(=O)c2ccco2)C(=O)NC(C)(C)C)cc1 (configuration not stated)	2%	-3%	-1%	x	0.3%	-2	3%	-6%	3%	-3%	5%
Cc1ccc(NS(=O)(=O)Cc2ccccc2)cc1Cl	-1%	3%	-4%	1%	-0.7%	3	0%	-10%	4%	8%	7%
Cc1cccc(CC2S/C(=N/c3cccc(C)n3)NC2=O)c1 (configuration not stated)	6%	9%	-1%	-2%	0.7%	0	-1%	0%	2%	0%	4%
CN(CC(=O)NC1CC1)S(=O)(=O)c1cc(Cl)ccc1Cl	1%	-1%	-3%	-6%	-0.3%	6	-1%	-2%	-4%	-11%	6%
COc1ccc2c(CSc3nc4nc(C)cc(C)n4n3)cc(=O)oc2c1	3%	0%	-8%	-4%	3.7%	-8	0%	-21%	-4%	-1%	1%
CC(C)CC(=O)Nc1cccc(NC(=O)CC(C)C)n1	4%	0%	0%	0%[46.1 µM]	-0.9%	8	1%	1%	4%	7%	-1%
COc1cc(N2C(=O)c3ccccc3C2=O)c(Cl)cc1C(=O)OCC(=O)N(C)C	7%	-5%	-1%	-5%	-0.1%	-4	-7%	-8%	1%	-6%	12%
COc1ccc(/C=N/NC(=O)OC(C)(C)C)cc1OC	2%	-4%	1%	-9%[46.1 µM]	0.3%	9	0%	3%	-1%	12%	-5%
CCOc1ccc(S(=O)(=O)NCCC(=O)N2CC(C)CC(C)C2)cc1 (configuration not stated)	1%	6%	-6%	0%	-0.3%	-11	14%	2%	0%	-2%	10%
CCOc1ccc(C(=O)NCC(=O)N2CCc3ccccc3C2)cc1OCC	1%	5%	-2%	-4%	-0.3%	-4	3%	-9%	-3%	9%	-1%
O=C(COC(=O)c1ccc(Cl)cc1[N+](=O)[O-])NC(=O)c1ccccc1	-1%	-1%	-1%	-3%	0.3%	7	3%	9%	0%	u	8%
CCN(C1CCS(=O)(=O)C1)S(=O)(=O)c1ccc(OC)c(OC)c1 (configuration not stated)	0%	-3%	0%	-1%	-0.1%	10	-1%	9%	5%	5%	2%
CCS(=O)(=O)N1CCC(c2nc3ccccc3[nH]2)CC1	1%	-2%	-7%	-6%	0.4%	10	3%	2%	7%	0%	-3%
CCNS(=O)(=O)c1ccc2c(c1)n(C)c(=O)n2C	-3%	1%	-2%	0%	0.0%	5	5%	5%	x	0%	8%
CCOc1ccccc1CN1CCN(Cc2cccc3nonc23)CC1CCO (configuration not stated)	11%	-2%	0%	0%	0.4%	25	-1%	1%	-1%	u	2%
Cc1nc2sc(C(=O)OCC(=O)N3c4ccccc4CC3C)c(C)c2c(=O)[nH]1 (configuration not stated)	2%	-3%	1%	x	0.3%	2	-2%	-14%	-3%	2%	6%
O=C(CCN1CCOCC1)NCc1ccccc1	0%	0%	-3%	-39%	-0.3%	10	0%	u	3%	0%	-10%
N/C(=N\OC(=O)COc1ccc2ccccc2c1Br)c1ccncc1	1%	3%	x	x	-1.1%	4	3%	u	x	-6%	3%
Cc1ccc(SCCC(=O)Nc2ccc(Br)c(C)c2)cc1	-1%	17%	-2%	1%[46.1 µM]	-0.7%	-22	-2%	0%	-2%	5%	-4%
COc1ccc(CC(=O)NCc2nnc(SCC(=O)Nc3ccccc3)n2C)cc1	0%	-2%	1%	-6%	-0.1%	1	3%	-6%	2%	4%	-3%
Cc1cccn2c(=O)c3cc(C(=O)N4COCC4(C)C)n(C)c3nc12	2%	1%	1%	3%	-0.8%	7	-3%	-2%	3%	-9%	-3%
O=C(Nc1ccc(NC(=O)C2CCCCC2)cn1)c1ccco1	2%	-1%	1%	2%	-0.5%	6	-2%	u	-8%	0%	3%
Cc1onc(-c2ccccc2Cl)c1C(=O)OCC(=O)N1CCC(C)CC1	4%	x	0%	1%	0.0%	-13	0%	7%	3%	u	x
Cc1cc(C)cc(OCC(=O)NNC(=O)c2cc(C)[nH]n2)c1	2%	0%	-1%	2%	-0.2%	7	1%	-8%	1%	-11%	1%
COc1ccccc1Cn1nnc2c(=O)[nH]c(C3CCN(C(=O)c4ccc(C)cc4)CC3)nc21	1%	-2%	3%	4%	-0.6%	4	5%	23µM*	-7%	0%	-7%
CC1CCC(N(C(=O)c2csnn2)C(C(=O)NC(C)(C)C)c2cccnc2)CC1 (configuration not stated)	0%	-31%[inhibitor]	1%	4%	0.1%	4	1%	12%	0%	17%	12%
Cc1c(C(=O)NCC2COc3ccccc3O2)oc2ccc(S(=O)(=O)N(C)C3CCCCC3)cc12 (configuration not stated)	-2%	2%	-6%	x	-0.1%	5	-4%	-25%	4%	u	13%
CS(=O)(=O)N(CC(=O)N1CCCCCC1)Cc1ccc(Cl)cc1	5%	1%	x	x	0.2%	-1	0%	6%	-3%	3%	-32%
N#Cc1nc(COc2ccccc2Cl)oc1N1CCCC1	-1%	u	-3%	-6%	0.2%	-8	-2%	2%	1%	1%	-16%
COc1cccc2cc(CC(=O)c3ccc(C)cc3C)c(=O)oc12	-1%	5%	0%	-1%	-0.4%	5	5%	u	-19%	u	-15%
COc1ccc(NC(=O)CSc2nnc(Cc3cccn3C)n2-c2ccc(C)cc2)cc1OC	3%	0%	x	x	-0.1%	2	-3%	-19%	8%	0%	5%
COC(=O)Cn1nnc2c(cnn2-c2ccccc2)c1=O	0%	-2%	0%	x	-0.7%	-4	-2%	7%	0%	u	-3%
CCC(C)(C)NC(=O)CN(C(=O)C(=O)Nc1ccc2c(c1)OCCO2)N1CCOCC1	5%	-7%	-11%	4%	0.1%	7	-1%	10%	1%	-2%	-1%
CC(C)N=C(N)N=C(N)Nc1ccc(Cl)cc1	1%	-4%	-1%	11%	-0.1%	x	-2%	3%	-34%	u	13%
O=S(=O)(Nc1cccc(-c2ccc3nncn3n2)c1)c1ccccc1F	1%	13%	-10%	0%	0.2%	5	17%	u	-9%	u	-2%
COc1ccccc1CC(=O)NNS(=O)(=O)c1cccc([N+](=O)[O-])c1	1%	12%	0%	-5%	0.1%	13	-18%	7%	0%	5%	6%
O=C(CNC(=S)N(Cc1ccccc1)Cc1cccnc1)NCCc1ccccc1	0%	-1%	2%	-9%[46.1 µM]	-0.1%	-7	-2%	-20%	-6%	1%	-7%
Cn1c(=O)n(C)c2cc(C(=O)O)ccc21	1%	-1%	-5%	3%	-0.2%	-3	-1%	2%	3%	-1%	-9%
CCN(CC)CCn1c(=N)n(CC(O)COc2cccc(C)c2)c2ccccc21 (configuration not stated)	2%	2%	-3%	-1%	0.0%	-9	-1%	-19%	-6%	u	1%
COc1cccc(CNC(=O)CSc2nnc3c(n2)[nH]c2ccccc23)c1	-1%	-3%	2%	1%	-0.4%	-1	0%	-3%	10%	-1%	0%
COC(=O)[C@H](CCSC)NC(=O)Cn1cnc2c(NCc3ccccc3)ncnc21	2%	x	0%	0%[46.1 µM]	0.2%	11	0%	13%	8%	0%	-1%
CCOC(=O)[C@H]1[C@H]2COc3ccc(Cl)cc3[C@@H]2N2C(=O)c3cc(C)ccc3NC(=O)[C@@]12C	2%	18%	3%	2%	7.7%	-12	0%	-23%	-1%	0%	5%
COc1ccc(S(=O)(=O)c2ccccc2)cc1NS(=O)(=O)c1cccc(C(=O)O)c1	2%	-3%	-2%	4%	0.2%	4	-1%	16%	8%	u	-10%

From PubChem
